# Assay outcomes (PubChem BioAssay)
# aSyn UTR inh: 5' untranslated region of α-synuclein, MLPCN primary screen; alpha-synuclein 5'UTR reporter, inhibitor activity; inhibition, % (tested at 7.5 µM); 0.82% of 300,000 active; in the data active means inhibition above about 60%;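 further: H4 neuroglioblastoma cells stably carrying SNCA 5'UTR luciferase fusion; 0% = DMSO wells and 100% = positive control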
# KLF5 inhibitor: inhibitors of KLF5 expression. DLD-1 KLF5 promoter-luciferase reporter, luminescence. inhibition, % at 5 µM. 0.23% of 290,000 active. AID 1700;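 active means inhibition above a per-plate limit of that plate's mean compound inhibition plus 3 SD, cut at about 60% in these data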;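 further: 0% = DMSO wells and 100% = LY294002 at 200 µM; higher means less KLF5 promoter-driven luciferase light; inactives centre near -14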
# SKKanGAS inh: inhibitors of SKKanGAS S. pyogenes growth in kanamycin (SK-promoter or general growth effect); BacTiter-Glo, 6 h; inhibition, % at 7.5 µM; 1.3% of 300,000 active; AID 1662;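 active means mean replicate score, as percent of positive control median, at least 50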;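 further: strain carries kanamycin resistance gene driven by streptokinase promoter and grows in 40 µg/ml kanamycin; loss of luminescence reflects streptokinase promoter inhibition or plain growth inhibition; 0% = median of DMSO wells and 100% = positive control at its reference dose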
# AI-2 QS mod: modulates the Vibrio harveyi AI-2 quorum sensing system; activity change, % at 7.5 µM; 0.4% of 300,000 active; Vibrio harveyi JMH597 AI-2 luminescence/OD600 ratio, 9 h; active compounds read low; strain lacks LuxN and CqsS sensors; 0 = neutral-control median; AID 2094; in the data active means activity change below about -75%, passing the limit was not always enough;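 further: luminescence divided by OD600 gain over 9 h not by final OD600 alone; inactives centre near 13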
# HSP90 inh: inhibitors of HSP90 luciferase refolding in rabbit reticulocyte lysate. 0.91% of 290,000 active. inhibition, % at 5.6 µM. luciferase refolding luminescence, 3 h. AID 1789;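 active means inhibition above the screen-wide mean plus 3 SD, computed separately per campaign, cut at about 16% in these data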;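 further: 0% = DMSO wells and 100% = 60 µM geldanamycin wells; inhibitors lower the luminescence because luciferase stays unfolded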
# HSF1 inhib: HSF1 inhibition. NIH3T3-HGL HSE-luciferase, MG132-induced, luminescence 8 h; active compounds read low. activity change, negative = inhibition, % at 7.5 µM (by protocol). 0.77% of 300,000 active. AID 2098;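 active means more than half of replicate wells show activity change below -50%, luminescence cut by over half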;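 further: luciferase reports HSF-1 transcriptional activity via heat shock element; 0% = median of DMSO wells and -100% = zero luminescence signal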
# IEC-6 tox: counter-screen for KLF5 inhibitors: cytotoxicity in IEC-6 cells; IEC-6 cytotoxicity, luminescence viability; inhibition, % at 5 µM; 0.78% of 290,000 active; in the data active means inhibition above about 22%;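 further: 0% = plate median of test compound wells and 100% = cytotoxic reference compound wells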
# HSF1 activator: increases HSF-1 driven luciferase reporter signal; activation, % at 9 µM; AID 504408; NIH3T3-HGL HSF-1 luciferase reporter, MG132, 8 h; 100% = twice DMSO control signal; 1.7% of 300,000 active;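 active means mean replicate activation of at least 50% with a set share of replicates each reaching 50%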;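 further: 0% = median of the neutral control wells and 100% = twice that signal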
# HIF activator: HIF pathway transcriptional activation | U2OS HRE-luciferase reporter, luminescence; normalized: DMSO 0%, desferrioxamine 100% | activation, % at 7.5 µM (by protocol) | 0.32% of 300,000 active;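 active means mean activation of at least 10% of the iron chelator positive control signal, with at least half of replicates also reaching 10%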
# Platelet DG rel: modulates dense granule release in human platelets; human platelet-rich plasma, SFLLRN dense granule ATP release, luminescence; inhibition, %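 (compounds screened at 7.5 µM in platelet-rich plasma)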; 0.22% of 300,000 active;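 active means mean replicate score, as percent of positive control, at or above 50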
# * marks the source's active call; other numbers are inactive results; · = not tested or not shown.
SMILES	aSyn UTR inh	KLF5 inhibitor	SKKanGAS inh	AI-2 QS mod	HSP90 inh	HSF1 inhib	IEC-6 tox	HSF1 activator	HIF activator	Platelet DG rel
CN(CC(=O)Nc1ccc(F)cc1)C(=O)CN1C(=O)NC2(CCCc3ccccc32)C1=O (centres undefined)	-10	-16	-6	16	-1	7	1	26	-0.1	-5
Cc1ccccc1N(C(=O)Cn1nnc(-c2cccs2)n1)C(C(=O)NCCC(C)C)c1ccco1 (centres undefined)	31	-12	7	42	0	-5	5	10	0.3	8
O=C(Nc1ccccc1)OCN1C(=O)c2ccccc2C1=O	-31	-23	1	1	-5	6	-2	8	0.4	-3
Fc1ccc(-c2csc(N3CCC(c4ccccc4)C3)n2)cc1 (centres undefined)	-199	-37	29	13	-4	14	-4	41	3.0	-3
CC(=O)Nc1ccc(C2CC(c3ccc(Cl)cc3)=NN2c2ccccc2)cc1 (centres undefined)	-79	-66	26	10	-1	12	6	44	0.2	5
CC1Cc2ccccc2N1S(=O)(=O)c1cccc(C(=O)N2CCN(c3ncccn3)CC2)c1 (centres undefined)	46	38	-1	-7	4	2	2	6	-1.6	-1
COC(=O)[C@@H]1CCCN1C(=O)CCc1nnc(CCc2c[nH]c3ccccc23)o1	-16	-26	4	15	0	-6	2	-6	0.0	9
CC(C)(C)c1ccc(OCC(=O)Nc2ccncc2)c(Br)c1	-57	16	-4	19	0	-3	-3	2	3.8	4
Cc1ccc(CNC(=O)C2CCC(=O)N(CCc3ccccc3)C2)s1 (centres undefined)	-40	-2	-1	13	-2	2	2	15	0.6	-2
CN(C)S(=O)(=O)c1cccc(CSCc2cccc(S(=O)(=O)N(C)C)c2)c1	27	14	-2	7	2	-9	9	3	-16	-5
O=C(Cn1c(-c2cscn2)nc2ccccc21)Nc1ccc(Cl)cc1	7	8	1	20	-3	-2	6	11	-0.3	0
CCOc1ccc(N(CC(=O)NCCc2ccc(F)cc2)S(=O)(=O)c2ccccc2)cc1	4	8	39	10	1	7	8	12	0.3	-15
C=C(C)Cn1c(CCNC(=O)C(C)(C)C)nc2ccccc21	-12	-47	-1	6	1	-5	-2	-5	-0.6	-1
Cc1c(C(=O)Nc2ccccc2)c2ccc(C(F)(F)F)cc2n1O	17	·	10	3	·	0	·	-9	1.0	-1
COC(=O)c1ccccc1NC(=O)CCCN1C(=O)C(c2ccccc2)Oc2cccnc21 (centres undefined)	-5	-25	0	4	2	-4	-3	-6	0.0	0
Cc1ccc(C2=CSC3=NCCN23)c(C)c1	8	-6	4	8	0	5	3	5	-0.3	28
CCN(Cc1ccncc1)Cc1nc(CC2CC2)no1	0	-18	3	19	1	-3	2	-5	0.0	-3
Fc1ccccc1-c1nc(-c2cnccc2C(F)(F)F)no1	-45	-14	6	7	2	3	1	20	0.6	8
O=C(O)CC1S/C(=N\N=C/c2ccccc2)N(c2ccc(O)cc2)C1=O (centres undefined)	12	13	-1	26	2	-13	-1	-13	-0.5	9
CC(=O)N1CCC(=NNc2nc3ccccc3s2)CC1	-215	-32	0	26	8	-35	9	-45	0.3	0
Brc1ccc2c(c1)CNc1c(ncnc1N1CCOCC1)O2	22	-23	-5	39	7	-42	-4	-50	-0.2	1
Cc1ccc(CNC(=O)CSc2c3c(nc4cc(Cl)ccc24)CCCC3)o1	-8	-22	10	14	2	44	-2	65*	1.4	-3
CC(C)=CCc1c(C)nc2ccccc2c1C(=O)O	-7	0	-1	18	4	3	4	14	-0.2	-13
CCNc1nc(NCC)n2c(SCC(=O)Nc3ccc(OC(F)F)cc3)nnc2n1	-3	·	-5	20	·	2	·	31	0.8	-5
COC(=O)c1c(C)[nH]c(C)c1-c1ccc([N+](=O)[O-])cc1	30	-9	-3	6	0	-3	2	16	-0.7	0
NC(=O)CC(NC(=O)c1ccc(Cl)cc1)C(=O)NCCc1ccc(S(N)(=O)=O)cc1 (centres undefined)	5	-25	-2	17	-1	-5	-3	-1	0.6	-7
Cn1nc(C(C)(C)C)c(NC(=O)c2sccc2Cl)c1C(C)(C)C	4	-28	-5	20	-2	-6	1	14	-0.2	-2
O=C(O)[C@@H]1CCCN1C(=O)c1ccccc1N1C(=O)[C@@H]2Cc3c([nH]c4ccccc34)C(c3cccc(Cl)c3)N2C1=O (some centres undefined)	-18	-17	7	25	-2	-6	0	-9	-0.1	-1
O=S(=O)(Nc1ccncc1)c1ccccc1	-13	6	-2	42	3	-2	8	-5	0.3	4
COCCn1c(N)c(N(Cc2ccccc2)C(=O)c2oc3ccccc3c2C)c(=O)[nH]c1=O	2	10	7	26	-2	-3	-9	13	-0.7	-2
Oc1ccc(Br)cc1/C=N/n1c(COc2ccccc2)n[nH]c1=S	10	-28	1	74	-1	6	-1	7	-1.3	9
COc1cccc(C(=O)Nc2nnc(-c3cccs3)o2)c1	-61	-37	77*	-84*	4	10	2	11	0.7	8
Clc1cccc(OCCN2CCCC2)c1	-5	-7	-1	10	0	-1	0	-11	0.8	0
O=C1CCCC2=C1C1(CCCCC1)N=C(Nc1nc3ccccc3o1)N2	-9	-9	24	11	0	3	-2	26	0.1	0
CCCc1cc(=O)oc2c(CN3CCCC3)c(O)ccc12	2	-4	-3	34	3	1	0	8	0.0	5
COc1ccc(C)cc1NC(=O)c1ccc(CN2CCN(c3ccccc3)CC2)cc1	29	-14	9	17	-2	4	-9	13	-0.3	8
O=S(=O)(NCc1cccnc1)c1ccc(Cl)c(Cl)c1	26	-23	6	17	2	-6	-3	0	-0.2	0
COc1ccc(CCNc2ncnc3sc(C)cc23)cc1OC	77*	-38	2	16	1	3	27*	18	-0.1	3
CCOC(=O)c1c(C)oc(C)c(C(=O)OCC)c1=O	5	3	1	19	1	0	-2	13	-11	6
O=C(Nc1c2c(nn1-c1ccccc1)CS(=O)C2)c1ccc(Br)o1 (centres undefined)	-2	-6	-4	27	-3	-3	2	4	0.7	-4
Cc1ccc(S(=O)(=O)N2CCC(C(=O)N/N=C/c3ccccc3[N+](=O)[O-])CC2)cc1	6	-9	2	19	-1	-41	-1	-53	-0.2	-13
O=C(CCNS(=O)(=O)c1ccc(Cl)cc1)N1CCN(Cc2ccccc2)CC1	5	-15	-6	6	1	-1	-1	-4	-0.4	7
Cc1ccc(CNC(=O)CCCc2ccccc2)cc1	-15	-2	-4	8	0	6	-2	10	-0.2	-2
CC(=O)Nc1ccc(CN2CCc3c([nH]c4ccccc34)C2C(C)(C)C)cc1 (centres undefined)	3	-13	7	19	-4	-8	-2	-23	1.3	7
CC1CCCC(NC(=O)COC(=O)c2ccc(N(C)C)cc2)C1C (centres undefined)	4	-31	3	7	-1	-2	0	2	0.0	-1
Nc1ncc([N+](=O)[O-])cc1Br	13	-10	5	16	-1	-3	-3	-12	-0.8	-1
COC(=O)c1ccc(-c2noc(CN(C)CC3CCCCO3)n2)cc1 (centres undefined)	-36	-150	-3	-2	5	4	2	-8	1.7	-6
COC(=O)c1cnn(-c2nc(-c3ccccc3)cs2)c1N	-171	-129	-14	17	-2	27	0	23	4.4	-3
O=C(O)c1ccc2c(c1)C(=O)N(Cc1ccco1)C2=O	-16	-15	2	1	-3	-10	0	7	0.1	2
O=C(NCCSc1ccccn1)c1ccc(Cl)cc1	-29	-137	6	10	9	25	-3	47	0.8	3
CCC(C)NC(=O)CN(c1ccc2c(c1)OCO2)S(=O)(=O)c1c(C)n[nH]c1C (centres undefined)	-11	-16	0	16	1	-4	1	10	·	-8
CC1(C)CC(=O)C2=C(C1)N(CCN1CCOCC1)C1=C(C(=O)CC(C)(C)C1)C2c1cccc(F)c1	-11	-5	1	23	-3	4	1	37	-25	-4
CCOC(=O)c1c(S(=O)(=O)NCC(=O)NCc2ccccc2)c(C)n(C)c1C	-1	-14	12	26	-1	-6	1	6	0.0	0
Cc1c(C)c2c(OCC(=O)N3CCC[C@H]3C(=O)O)cc3c(c2oc1=O)CCC(C)(C)O3	14	-5	0	28	-2	-2	7	4	0.2	-1
OCCN(CCO)c1ccc(C(c2ccccc2Cl)c2ccc(N(CCO)CCO)cc2Cl)c(Cl)c1	-5	-17	83*	35	2	1	-1	6	-0.5	2
Cc1ccc(N2CC(C(=O)OCC(=O)Nc3ccccc3F)CC2=O)cc1 (centres undefined)	4	-2	-3	7	3	0	-4	8	-0.7	5

# Next part
SMILES	aSyn UTR inh	KLF5 inhibitor	SKKanGAS inh	AI-2 QS mod	HSP90 inh	HSF1 inhib	IEC-6 tox	HSF1 activator	HIF activator	Platelet DG rel
CCc1nc2ccc(C(=O)NCc3ccc(C)o3)cc2nc1CC	27	1	-2	17	-1	1	4	12	-0.6	-13
Cc1cc(OC(=O)c2ccc(OC(C)C)cc2)c([N+](=O)[O-])c(=O)[nH]1	-3	2	-2	12	3	-5	-4	-3	0.2	-1
Cc1ccc(C(=O)NCC(=O)N(C)CC(=O)Nc2c(Cl)cccc2Cl)s1	10	·	-10	26	·	10	·	29	-0.1	-17
COc1ccc(CCNC(=O)c2cnc(C)cn2)cc1	-29	-9	-3	16	1	-2	-6	11	0.5	0
CCC(=O)Nc1nc(-c2ccc3c(c2)OCCO3)cs1	-136	-209	-10	2	3	28	-1	46	3.0	10
Nc1nnc(-c2ccc(F)cc2)s1	-3	-62	1	6	1	6	-1	-1	0.5	11
O=Cc1ccc(-n2cncn2)cc1	13	-16	14	34	-1	-7	2	1	-0.4	5
CC(Sc1nnc(-c2cccnc2)n1-c1ccccc1F)C(=O)N1CCCc2ccccc21 (centres undefined)	23	16	-9	6	-4	-2	-1	15	-0.3	-3
Cc1cccnc1CCNCc1c(C(=O)N2C[C@@H](C)O[C@@H](C)C2)nc2ccc(Cl)cn12	4	-29	-8	21	4	-1	-8	3	-0.7	-9
Cc1ccccc1N1C(=O)CC1(C#N)c1ccc(OCc2ccccc2)cc1 (centres undefined)	-45	24	2	11	1	3	-2	1	·	-3
O=C(NC1CC2CCCC(C1)N2S(=O)(=O)c1ccccc1)c1ccco1 (centres undefined)	-10	-16	-5	-1	2	-3	2	-3	0.4	-7
Cc1cccc(N2CCN(C(=O)C3CCN(S(=O)(=O)c4cnc[nH]4)CC3)CC2)c1C	25	-1	1	-8	2	-4	-5	-5	-2.6	1
CNS(=O)(=O)c1cccc(C(=O)NNC(=O)c2ccc(COc3ccccc3)cc2)c1	-11	-42	9	·	-1	-4	-4	-10	-2.7	2
Cc1cc(NC(=O)CCC(=O)N(c2ccccc2C)C(C(=O)NC2CCCC2)c2ccccc2)no1 (centres undefined)	10	7	0	12	1	-1	-4	8	0.1	14
CC(c1nnc(SCC(=O)c2c(N)n(C)c(=O)n(C)c2=O)n1-c1ccc(Cl)cc1)N(C)C (centres undefined)	3	-11	-2	0	2	3	-6	6	-0.1	1

# 2 entries picked at random from those above:
SMILES	aSyn UTR inh	KLF5 inhibitor	SKKanGAS inh	AI-2 QS mod	HSP90 inh	HSF1 inhib	IEC-6 tox	HSF1 activator	HIF activator	Platelet DG rel
Cc1cc(NC(=O)CCC(=O)N(c2ccccc2C)C(C(=O)NC2CCCC2)c2ccccc2)no1 (centres undefined)	10	7	0	12	1	-1	-4	8	0.1	14
CC(c1nnc(SCC(=O)c2c(N)n(C)c(=O)n(C)c2=O)n1-c1ccc(Cl)cc1)N(C)C (centres undefined)	3	-11	-2	0	2	3	-6	6	-0.1	1
